Assay outcomes deposited in PubChem BioAssay by several laboratories.
MrgX1 PAM: positive allosteric modulators of MrgX1, primary screen, HEK293 cells, Fluo-4 calcium flux; FDSS; stronger effect = higher value; B-score at 10 µM; 310,000 compounds, 0.63% hits; AID 588675, 2011;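 active = plate-corrected calcium response at least 3 library SD above typical, normal starting fluorescence, not activating the receptor alone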;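 also: compound read alongside a low EC10 to EC30 dose of BAM8-22 agonist; peak minus trough fluorescence over baseline measured at the second addition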
TRPC4 inh: inhibitors of mouse TRPC4 channel, primary screen, Fluo4 calcium, HEK293 TRPC4beta/mu-opioid cells; Short transient receptor potential channel 4 (Mus musculus), Q9QUQ5; DAMGO-evoked Fluo4 calcium flux; stronger effect = lower value; B-score at 10 µM; 300,000 compounds, 0.39% hits; AID 2247, 2010;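 active = B-score over 3 SD under the library average, no early fluorescence shift, positive overall ratio signal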
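Assay system: TRPC4beta/mu-opioid receptor HEK293 cell line; compound dosing: single concentration per test compound; detection: Fluo4 Ca2+ flux fluorescence; evaluation: per-well B score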
TRPC6 activator: mouse TRPC6 channel activators, primary screen, cell-based, HEK293, membrane potential dye; HEK293-TRPC6 membrane potential dye fluorescence; stronger effect = higher value; B-score at 10 µM; 310,000 compounds, 0.13% hits; AID 2550, 2010;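 active = B-score of the integrated fluorescence ratio above library mean plus 3 SD, and starting fluorescence ratio within library mean plus 5 SD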;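 also: higher score means more depolarization so channel activation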
SKKanGAS inh: S. pyogenes SKKanGAS growth inhibitors in kanamycin, primary screen, streptokinase expression inhibitor project, SKKanGAS strain, BacTiter-Glo luminescence | 6 h | inhibition, % at 7.5 µM | 300,000 compounds, 1.3% hits | AID 1662, 2009;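 active = mean replicate score, as percent of positive control median, at least 50; inconclusive = mean below 50 but one replicate at or above 50; inactive = mean and every replicate below 50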;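 also: strain carries kanamycin resistance gene driven by streptokinase promoter and grows in 40 µg/ml kanamycin; loss of luminescence reflects streptokinase promoter inhibition or plain growth inhibition; 0% = median of DMSO wells and 100% = positive control at its reference dose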
MrgX1 antag: antagonists of human MrgX1 receptor, primary screen, HEK293 cells, Fluo-4 calcium flux; B-score at 10 µM; Mas-related G-protein coupled receptor member X1 (Homo sapiens), Q96LB2; 310,000 compounds, 1.3% hits; BAM8-22 antagonism; stronger effect = lower value; AID 588676, 2011;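 active = calcium-response B-score plate-corrected more than 3 library SD below zero, starting fluorescence within 5 deviations, no agonist response on first addition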;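 also: peak minus trough fluorescence over baseline after final BAM8-22 challenge near maximal dose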
TRPC4 PAM: positive allosteric modulators of TRPC4, primary screen, cell-based, mouse TRPC4beta, HEK293 mu-opioid, Fluo-4 calcium; Short transient receptor potential channel 4 (Mus musculus), Q9QUQ5; DAMGO EC20, Fluo-4 Ca2+ flux; stronger effect = higher value; B-score at 10 µM; 310,000 compounds, 0.42% hits; AID 2227, 2009;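 active = B-score of calcium response area above 5 SD of library B-scores, with initial fluorescence ratio within 5 SD of library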;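 also: B-score of integrated fluorescence ratio over time as area under calcium response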
TRPC6 inh: mouse TRPC6 channel inhibitors, primary screen, cell-based, HEK293, membrane potential dye | Short transient receptor potential channel 6 (Mus musculus), Q61143 | ACh-evoked depolarization; stronger effect = lower value | B-score at 10 µM | 310,000 compounds, 1.1% hits;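 active = B-score under library mean minus 3 SD, initial fluorescence not abnormally high, positive integrated signal ratio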;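 also: B-score derived from integrated fluorescence ratio over the kinetic read; more negative B-score means stronger inhibition of depolarization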
TMEM16A inh: TMEM16A chloride channel inhibitors, primary screen, cell-based, HTS; Anoctamin-1 (Mus musculus), Q8BHY3; HEK293 TMEM16A/YFP iodide influx fluorescence, ionomycin; normalized B-score (activity score, 25-100; higher = stronger inhibition) at 10 µM; 310,000 compounds, 1.2% hits;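 active = ratio plate-corrected score three or more library SD toward inhibition, starting fluorescence score within five deviations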;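 also: score derived from kinetic fluorescence span divided by baseline fluorescence per well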
Target sequence (Q8BHY3 whole entry, looked up): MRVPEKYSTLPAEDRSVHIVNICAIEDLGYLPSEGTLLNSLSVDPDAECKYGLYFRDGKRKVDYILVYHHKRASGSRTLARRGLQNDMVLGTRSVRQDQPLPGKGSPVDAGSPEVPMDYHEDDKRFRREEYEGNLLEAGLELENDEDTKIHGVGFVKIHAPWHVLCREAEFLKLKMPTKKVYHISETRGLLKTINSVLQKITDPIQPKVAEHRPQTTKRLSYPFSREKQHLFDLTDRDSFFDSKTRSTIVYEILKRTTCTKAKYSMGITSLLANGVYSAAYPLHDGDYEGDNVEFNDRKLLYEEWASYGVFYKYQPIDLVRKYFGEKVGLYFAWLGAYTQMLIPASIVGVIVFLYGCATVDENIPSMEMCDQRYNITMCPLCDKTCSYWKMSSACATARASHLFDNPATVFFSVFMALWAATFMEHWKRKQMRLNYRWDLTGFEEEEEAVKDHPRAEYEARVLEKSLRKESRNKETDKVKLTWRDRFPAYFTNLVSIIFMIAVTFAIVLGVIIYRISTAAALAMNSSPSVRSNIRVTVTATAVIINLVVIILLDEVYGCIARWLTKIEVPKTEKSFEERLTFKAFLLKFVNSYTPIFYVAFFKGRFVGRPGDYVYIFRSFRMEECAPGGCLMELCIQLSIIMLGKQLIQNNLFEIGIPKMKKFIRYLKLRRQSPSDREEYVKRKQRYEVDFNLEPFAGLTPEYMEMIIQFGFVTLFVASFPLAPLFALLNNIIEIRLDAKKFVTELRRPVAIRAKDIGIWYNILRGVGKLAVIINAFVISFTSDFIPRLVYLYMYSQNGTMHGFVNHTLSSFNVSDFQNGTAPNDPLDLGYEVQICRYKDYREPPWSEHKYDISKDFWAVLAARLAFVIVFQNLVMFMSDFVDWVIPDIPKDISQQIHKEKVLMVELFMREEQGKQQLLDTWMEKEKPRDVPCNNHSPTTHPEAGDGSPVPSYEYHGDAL
TRPC4 act: activators of mouse TRPC4 channel, primary screen, Fluo4 calcium, HEK293 TRPC4beta/mu-opioid cells | Short transient receptor potential channel 4 (Mus musculus), Q9QUQ5 | Fluo4 calcium fluorescence; stronger effect = higher value | B-score at 10 µM | 310,000 compounds, 0.49% hits;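 active = B-score above 5 SD of library B-scores, and initial fluorescence ratio not above library mean plus 5 SD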;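 also: positive B-score marks a calcium rise read as TRPC4 activation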
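system = HEK293 cells stably co-expressing mouse TRPC4beta and mu-opioid receptor | schedule = Fluo4 dye loading 45 min at room temperature, 110 s recording | measure = B-scored integrated calcium fluorescence ratio | signal = Fluo4 calcium-sensitive dye fluorescence, kinetic, 1 Hz baseline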
MrgX1 agonist: agonists of human MrgX1 receptor, primary screen, HEK293 cells, Fluo-4 calcium flux; AID 588627, 2011; 310,000 compounds, 0.44% hits; B-score at 10 µM; Fluo-4 calcium fluorescence, agonist mode; stronger effect = higher value; Mas-related G-protein coupled receptor member X1 (Homo sapiens), Q96LB2;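 active = calcium response B-score plate-corrected fluorescence ratio at least 3 library SD, with starting fluorescence B-score inside 5 SD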
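Assay system: MrgX1-expressing HEK293 cells / Amount: fifteen thousand cells per well / Doses: test compound in the initial addition of three / Timing: cells plated overnight, dye loaded 0.5 h 37 °C, 0.5 h room temperature / Technique: kinetic calcium dye fluorescence, Fluo-4 NW / Control set: positive and negative controls per plate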
ANO1 activ: TMEM16A chloride channel activators or potentiators, primary screen, cell-based, HTS; Anoctamin-1 (Mus musculus), Q8BHY3; AID 623877, 2012; 340,000 compounds, 0.3% hits; HEK293 TMEM16A/YFP-H148Q/I152L, iodide quench fluorescence; stronger effect = lower value; B-score at 10 µM;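 active = fluorescence-ratio B-score plate-corrected deviation score at least 3 library SD below zero, with starting fluorescence score within 5 deviations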;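 also: channel opened by trigger with iodide after compound preincubation; score built on the fluorescence ratio of max minus min over baseline; more negative score means more quench and so TMEM16A activation or potentiation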
Active calls of the source: *; i = inactive; ? = inconclusive; nt = no result given.

SMILES | MrgX1 PAM | TRPC4 inh | TRPC6 activator | SKKanGAS inh | MrgX1 antag | TRPC4 PAM | TRPC6 inh | TMEM16A inh | TRPC4 act | MrgX1 agonist | ANO1 activ
CC1(c2nnc(Cc3ccccc3)o2)CC(c2ccc(OC(F)(F)F)cc2)=NO1 (centres undefined) | i | i | i | 5 | i | i | i | i | i | i | i
CCOc1ccc(CNS(=O)(=O)c2c(C)nc3scc(C)n3c2=O)cc1OC | i | i | i | 1 | i | i | i | i | i | i | i
CCOC(=O)c1cnc(SCC(=O)OCC(=O)NC2CCS(=O)(=O)C2)nc1N (centres undefined) | i | i | i | -1 | i | i | i | i | i | i | i
COc1cc(/C=C2/C(=O)NN(c3ccc(F)cc3)C2=O)cc([N+](=O)[O-])c1O | i | i | i | 0 | i | i | i | i | i | i | i
COc1ccc(C2/C(=C(/O)c3ccccc3)C(=O)C(=O)N2c2ccccn2)cc1 (centres undefined) | i | i | i | 2 | i | i | i | i | i | i | i
Cn1cnnc1SCC(=O)Nc1ccc2c(c1)CCC2 | i | i | i | -3 | i | i | i | i | i | i | i
O=C(Cc1cccs1)N(c1ccc(Cl)cc1)C1C=CS(=O)(=O)C1 (centres undefined) | i | i | i | -5 | i | i | i | i | i | i | i
O=C(O)c1cccc(S(=O)(=O)N2CCCC(c3nc4c(nnn4Cc4ccccc4Cl)c(=O)[nH]3)C2)c1 (centres undefined) | i | i | i | 0 | i | i | i | i | i | i | i
CCCNC(=O)c1ccccc1NC(=O)COc1ccc(OC)cc1 | i | i | i | 7 | i | i | i | i | i | i | i
CC(C)C(=O)Nc1nnc(SCC(=O)Nc2ccc3c(c2)OCCO3)s1 | i | i | i | -1 | i | i | i | i | i | i | i
O=S(=O)(NCCc1csc(-c2ccccc2)n1)c1ccc2c(c1)OCCO2 | i | i | i | -14 | i | i | i | i | i | i | i
Oc1c(Br)cc(/C=N/Nc2ccc(Cl)nn2)cc1Br | i | i | i | ? | i | i | i | i | i | i | i
O=C(O)c1cccn2c(=O)c3ccccc3nc12 | i | i | i | -2 | i | i | i | i | i | i | i
CCN(CC)S(=O)(=O)c1cc(OCC(N)=O)c(C)cc1Cl | i | i | i | -1 | i | i | i | i | i | i | i
CCOC(=O)c1c(NC(=O)C[n+]2ccccc2)sc2c1CCCC2 | i | i | i | 1 | i | i | i | i | i | i | i
CC1(C(=O)CSc2ncn[nH]2)CCC(=O)O1 (centres undefined) | i | i | i | -6 | i | i | i | i | i | i | nt
Cc1ccc(-n2ncc(C(=O)NCC3CCN(C4CCCC4)C3)c2C2CCN(C(=O)OC(C)(C)C)CC2)cc1 (centres undefined) | i | i | i | -1 | i | i | i | i | i | i | i
COC(=O)c1cc(C#N)c(NCc2ccc(Cl)cc2Cl)nc1C | i | i | i | -6 | i | i | i | i | i | i | i
Cc1ccc(C(=O)Nc2ccccc2[N+](=O)[O-])cc1S(=O)(=O)N1CCOCC1 | 8* | i | i | 1 | i | i | i | i | i | i | i
CCC1(c2ccccc2)NC(=S)N(c2cccc(C)c2C)N1 (centres undefined) | i | i | i | 5 | i | i | i | i | i | i | i
COc1ccc(OC)c(NC(=O)C2CCCN(S(=O)(=O)c3c(C)nn(C)c3C)C2)c1 (centres undefined) | i | i | i | 2 | i | i | i | i | i | i | i
CCN(CC)S(=O)(=O)c1cc(C(=O)O)ccc1OC | i | i | i | -4 | i | i | i | i | i | i | i
C=CCNC(=S)Nc1ccc(Cl)cc1 | i | i | i | 9 | i | i | i | i | i | i | i
CCSc1nnc(NC(=O)C(C(F)(F)F)C(F)(F)F)s1 | i | i | i | 0 | i | i | i | i | i | i | i
CCc1ccc(NCCC(=O)c2ccc(Br)cc2)cc1 | i | i | i | -2 | i | i | i | i | i | i | i

The last two compounds of the section above lead into the next:
SMILES | MrgX1 PAM | TRPC4 inh | TRPC6 activator | SKKanGAS inh | MrgX1 antag | TRPC4 PAM | TRPC6 inh | TMEM16A inh | TRPC4 act | MrgX1 agonist | ANO1 activ
CCSc1nnc(NC(=O)C(C(F)(F)F)C(F)(F)F)s1 | i | i | i | 0 | i | i | i | i | i | i | i
CCc1ccc(NCCC(=O)c2ccc(Br)cc2)cc1 | i | i | i | -2 | i | i | i | i | i | i | i
CC1(C)OC(=O)N(NCc2ccccc2)C1(C)O (centres undefined) | i | i | i | 5 | i | i | i | i | i | i | i
Cc1cccc(-n2nnc(C(=O)NCc3ccccn3)c2N)c1 | i | i | i | 4 | i | i | i | i | i | i | i
CN1CCN(C2=Cc3cc(Cl)ccc3Sc3cc(F)ccc32)CC1 | i | i | i | 90* | i | i | i | i | i | i | i
CCCCCOC(=O)c1ccc(NC(=O)c2cccc(NC(=O)c3ccccc3C(=O)O)c2)cc1 | i | i | 14* | 1 | i | i | i | i | i | i | i
COc1cccc(CN=c2c([N+](=O)[O-])nn(-c3ccccc3C)n2O)c1 | i | i | i | 9 | i | i | i | i | i | i | i
Cc1c(N2CCCC2)cc2c(c1NC(=O)c1ccccc1Cl)C(C)(C)CC2(C)C | i | i | i | 1 | i | i | i | i | i | i | i
C/C(=N\Nc1nc(N)cc(Cl)n1)c1cccc(N)c1 | i | i | i | 9 | i | i | i | i | i | i | i
CCCCNC(=O)CSc1nccn1Cc1ccccc1 | i | i | i | -11 | i | i | i | i | i | i | i
Cc1ccccc1OCC(=O)N1CCc2ccccc2C1 | i | i | i | 4 | i | i | i | i | i | i | i
CCOc1ccc(NC2=C(OC)C(=O)c3ccccc3C2=O)cc1 | 7.3* | i | i | 14 | i | i | i | i | i | i | i
CCCCOc1ccc(Cl)cc1Nc1nc(NCCO)nc(N2CCCC2)n1 | i | i | i | 3 | i | i | i | i | i | i | i
COc1ccc(N(CC(=O)NCCSc2ccccn2)S(C)(=O)=O)cc1 | i | i | i | -2 | i | i | i | i | i | i | i
O=[N+]([O-])c1ccc(Cl)c(S(=O)(=O)Nc2cccc(-c3ccc(N4CCCC4)nn3)c2)c1 | i | i | i | -5 | i | i | i | i | i | i | i
CNC(=O)CSc1nnc(-c2ccco2)n1-c1ccc(C)cc1 | i | i | i | -18 | i | i | i | i | i | i | i
COc1ccc(OCC(=O)NNC(=O)C(=O)Nc2cc(OC)ccc2OC)cc1 | i | i | i | -3 | i | i | i | i | i | i | i
Cc1ccc(SCc2ccc(C(=O)Nc3ccccc3Br)cc2)cc1 | i | i | i | 3 | i | i | i | i | i | i | i
CCC/C(O)=C1\C(=O)CC(C)(C)CC1=Nc1ccc(OC)cc1 | i | i | i | 2 | i | i | i | i | i | i | i
O=C(O)c1cncc(C#CCC2CCCCC2)c1 | i | i | i | 3 | i | i | i | i | i | i | i
Cc1cccc2sc(NNC(=O)c3ccc4c(c3)OCCO4)nc12 | i | i | i | 14 | i | i | i | i | i | i | i
Cc1ccc(Nc2nc(-c3sc(NC(=O)c4ccco4)nc3C)cs2)cc1 | i | i | i | 27 | i | i | i | i | i | i | i
Cc1ccc(NC2c3ncccc3C(=O)N2Cc2ccco2)c(C)c1 (centres undefined) | i | i | i | -10 | i | i | i | i | i | i | i
O=C(Nc1ccc2c(c1)OCO2)C1CCCCC1 | i | i | i | -1 | i | i | i | i | i | i | i
O=[N+]([O-])c1ccc(N2CCOCC2)cc1O | i | i | i | 35 | i | i | i | i | i | i | i
CN(Cc1ccccc1)C(=O)COC(=O)c1cc(NS(=O)(=O)c2cccs2)ccc1O | i | i | i | 9 | i | i | i | 25* | i | i | i
COc1ccc(NC(=O)NCCCN2CCCCC2C)cc1 (centres undefined) | i | i | i | 2 | i | i | i | i | i | i | i
SMILES | MrgX1 PAM | TRPC4 inh | TRPC6 activator | SKKanGAS inh | MrgX1 antag | TRPC4 PAM | TRPC6 inh | TMEM16A inh | TRPC4 act | MrgX1 agonist | ANO1 activ
CC1(C)CC(c2nc(-c3ccc(Cl)cc3)cs2)CCS1 (centres undefined) | 8.7* | i | i | 65* | i | i | i | i | i | i | i
CC(C)CC(NC(=O)OC(C)(C)C)c1cn([C@@H](Cc2cc3ccccc3[nH]2)C(=O)N2CCN(C(=O)OC(C)(C)C)CC2)nn1 (some centres undefined) | i | i | i | 13 | i | i | i | i | i | i | i
Cc1cc(NCc2ccco2)nc(N2CCC(C(=O)NC3CCCCC3)CC2)n1 | i | i | i | -2 | i | i | i | i | i | i | i
CC(C)NCC(O)COc1ccc(COCCOC(C)C)cc1 (centres undefined) | i | i | i | -5 | i | i | i | i | i | i | i
COC(=O)c1c(-c2snnc2C)n[nH]c1C | i | i | i | 6 | i | i | i | i | i | i | i
COc1ccccc1OCCn1cc(/C=N/NC(N)=S)c2ccccc21 | i | i | i | 12 | i | i | i | i | i | i | i
Cc1ccccc1OCC(=O)NN1C(=O)C2C3C=CC(O3)C2C1=O (centres undefined) | i | i | i | -12 | i | i | i | i | i | i | i
CCc1ccc(N2C(=O)CN(Cc3ccc(OC)c(OC)c3)C2=S)cc1 | i | i | i | -11 | i | i | i | i | i | i | i
Cc1ccc2nc(Cl)c(/C=N/n3c(C)nnc3C)cc2c1 | i | i | i | -2 | i | i | i | i | i | i | i
Cc1ccc2c(c1)N(CC(=O)Nc1ccccc1F)C(=O)CO2 | i | i | i | 0 | i | i | i | i | i | i | i
